Screens from PubChem BioAssay.
BRCT PPI red: inhibitors of human BRCA1 BRCT-phosphoprotein interaction (red fluorophore) | BRCT-phosphopeptide binding, red fluorescence polarization | Potency, µM (doses to about 76.9 µM), without a hit: at the highest dose activity change, negative = inhibition, usual class: inhibitors | 75,000 tested, 0.03% active | P38398; note: % is set by controls: 0 for no effect and ±100 for the full control effect
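Fluorescence polarization: 100 nM His-tagged BRCA1 BRCT with 100 nM TAMRA-labelled phospho-BACH1 decapeptide, phosphate buffer pH 7.3 with 150 mM NaCl, DTT, 0.01% Tween 20; 12 min RT. Binding inhibition seen as FP decrease.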
Pol III holo inh: blocks replication by bacterial DNA polymerase III holoenzyme | AID 603 | 71,000 tested, 0.25% active | Potency, µM (highest dose often 57.1 µM), for the others: at the highest dose activity change, negative = inhibition | reconstituted DNA polymerase III holoenzyme replication, biochemical; note: potency is the fitted concentration of half-maximal effect; % is set by controls: 0 for no effect and ±100 for the full control effect
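Reconstituted *E. coli* holoenzyme (0.35 nM Pol III, 1 nM beta, 154 nM SSB, 2 nM primase) was preincubated with compound for 15 min at RT. Synthesis on 1.4 nM ssM13Gori ran 35 min, then was stopped with PicoGreen/EDTA and read as dsDNA fluorescence.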
Hsp90 Hop PPI: changes Hsp90-Hop TPR2A binding signal, up or down; AlphaScreen TPR2A-His6 binding biotin-Hsp90 C-terminal peptide; Potency, µM (highest dose often 57 µM), for inactives: at the top dose activity change, negative = inhibition; 71,000 tested, 0.44% active; AID 595; active = well fitted curve in either direction with a large enough effect; inconclusive = small, poorly fitted or top-dose-only effect, or another doubt; note: potency is the fitted concentration of half-maximal effect; % is set by controls: 0 for no effect and ±100 for the full control effect; many of its hits are not listed in these tables
Epigenetic mod: epigenetic modulators derepressing GFP locus in mouse cells; mouse C127i GFP locus derepression, cytometry, 30 h; Potency, µM (highest dose often 46.1 µM), inactives show at the highest dose GFP derepression (activation); 68,000 tested, 0.09% active; note: % of control where 0% means no effect
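Murine C127i mammary cells carrying a silenced, stably integrated CMV-driven GFP reporter were treated with compound for 30 hours at 37 C. After PBS washes, GFP-positive cells were counted by laser-scanning microplate cytometry.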
UbGFP stabilizer: ubiquitin-GFP accumulation via proteasome inhibition. AID 526. Ubiquitin-GFP reporter cells, proteasome inhibition, GFP fluorescence; response scale: untreated = 0%, 10 µM MG-132 = 100%. 67,000 tested, under 10 active. Potency, µM (highest dose often 45.9 µM), for inactives: at the highest dose activation (GFP accumulation), hits mostly activators; active = well fitted activation curve with a large enough effect, not every such curve was filed as active; inconclusive = small, poorly fitted or top-dose-only effect, or another doubt; inactive = no such curve, though single readings can be large or run the other way; note: potency is the fitted concentration of half-maximal effect
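Proteasome block read as GFP accumulation: ubiquitin(G76V)-GFP U2OS cells exposed to compound (2.9 nM–46 uM) for 4 hr at 37 C. Normalization used untreated cells as 0% and 10 uM MG-132 as 100%; concentration-response curves fitted.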
USP2a inh: USP2a (human) protease inhibition; O75604; USP2a enzymatic assay, qHTS inhibition; Potency, µM (series often up to 38.3 µM), without a hit: at the top dose activity change, negative = inhibition, actives largely listed as inhibitors; 60,000 tested, 0.1% active;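 note: potency is the fitted concentration of half-maximal effect; nearly all actives have a fitted effect of over 60% in size; plate controls were DMSO for no effect and NEM full inhibition control for full effect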
Target sequence (O75604 whole entry, looked up): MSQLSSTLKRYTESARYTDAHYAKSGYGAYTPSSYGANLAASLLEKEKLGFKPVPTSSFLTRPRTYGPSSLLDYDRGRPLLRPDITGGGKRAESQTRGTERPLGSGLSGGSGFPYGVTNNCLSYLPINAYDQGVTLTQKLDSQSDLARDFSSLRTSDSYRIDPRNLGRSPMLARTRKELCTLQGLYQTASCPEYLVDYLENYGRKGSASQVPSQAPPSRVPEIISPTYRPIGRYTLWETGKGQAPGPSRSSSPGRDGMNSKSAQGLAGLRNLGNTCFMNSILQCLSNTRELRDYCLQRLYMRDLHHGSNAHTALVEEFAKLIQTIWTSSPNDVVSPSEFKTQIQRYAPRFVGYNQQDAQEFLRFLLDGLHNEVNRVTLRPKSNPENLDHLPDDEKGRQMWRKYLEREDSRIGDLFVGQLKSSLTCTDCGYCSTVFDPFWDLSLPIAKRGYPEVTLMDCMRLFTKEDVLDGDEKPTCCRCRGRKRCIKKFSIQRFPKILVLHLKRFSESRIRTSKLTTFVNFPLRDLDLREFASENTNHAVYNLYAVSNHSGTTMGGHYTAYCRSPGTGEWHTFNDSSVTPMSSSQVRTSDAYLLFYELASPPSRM
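USP2 core (20 nM final) was preincubated with compound for 30 min at RT in 20 mM Tris-HCl pH 8.0, 2 mM CaCl2, 2 mM beta-mercaptoethanol; Ub-PLA2 (20 nM) plus NBD C6-HPC (20 uM) then added, fluorescence read after 2.5 h.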
BRCT inh green: inhibitors of human BRCA1 BRCT-phosphoprotein interaction (green fluorophore); P38398; BRCA1 BRCT-phosphopeptide binding, green fluorescence polarization; Potency, µM (top dose mostly 76.9 µM), for the others: top-dose activity change, negative = inhibition, hits mostly inhibitors; 75,000 tested, 0.05% active;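 note: potency is the fitted concentration of half-maximal effect; plate controls were peptide without protein for full effect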
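Fluorescence polarization: His-tagged BRCT (~35 kDa BRCA1 C-terminus, 250 nM) bound to 100 nM fluorescein-labeled phosphorylated 10-aa BACH1 peptide, pH 7.3 phosphate buffer with DTT and Tween 20. Compounds incubated 12 min at room temperature; inhibition read as lowered polarization.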
HBB splicing: alters splicing of the hemoglobin beta chain. HBB splicing reporter cell assay, activation; EGFP reporter with mutant IVS2-654 intron; response scale: normalised to 500 nM splice-correcting PNA. 65,000 tested, 0.06% active. Potency, µM (top dose mostly 46.1 µM), without a hit: at the top dose activation, hits mostly activators; note: potency is the fitted concentration of half-maximal effect; 0% is about no effect
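HeLa cells stably expressing EGFP interrupted by mutant beta-globin intron 2 (IVS2-654), 500/well in 2% FCS. Treated with compound for 2 days at 37C. Splicing correction scored as total well GFP intensity (488 nm excitation, 500-520 nm emission); 500 nM antisense PNA served as control.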
HADH2 inh: HADH2 (human) dehydrogenase inhibition; Q99714; recombinant HADH2, NADH fluorescence, beta-hydroxybutyryl-CoA; 73,000 tested, 3.4% active; AID 886; Potency, µM (titrated, usually from 57.1 µM), for inactives: top-dose activity change, negative = inhibition, usual class: inhibitors; note: potency is the fitted concentration of half-maximal effect; % is set by controls: 0 for no effect and ±100 for the full control effect; nearly all actives have a fitted effect of over 60% in size; many of its hits are not listed in these tables
Target sequence (Q99714 whole entry, looked up, one chain of several): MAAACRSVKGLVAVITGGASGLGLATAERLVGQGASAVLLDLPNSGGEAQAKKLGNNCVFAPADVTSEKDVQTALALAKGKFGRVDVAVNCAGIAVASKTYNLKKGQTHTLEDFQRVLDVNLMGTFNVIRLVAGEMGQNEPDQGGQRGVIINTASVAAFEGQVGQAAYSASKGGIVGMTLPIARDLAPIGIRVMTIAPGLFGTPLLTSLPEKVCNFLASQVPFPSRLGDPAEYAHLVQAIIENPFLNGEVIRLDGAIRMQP
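Activity measured as NADH fluorescence gain (360/450 nm), taken as the change between first and last reads of a 4-min kinetic run. Conditions: pH 9.0 Tris buffer, 20 nM E. coli-expressed His-tagged enzyme, 1 mM NAD+, 90 uM beta-hydroxybutyryl-CoA; 15-min compound preincubation.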
CRE-bla Fsk: CRE-bla signaling modulation under forskolin stimulation; 71,000 tested, 2.5% active; Potency, µM (series often up to 38.2 µM), for inactives: at the highest dose activity change, negative = inhibition, actives largely listed as activators; CHO CRE-bla reporter (cAMP response element driving beta-lactamase), forskolin EC10, beta-lactamase ratio; AID 662; active = well fitted activation curve with a large enough effect in the signal ratio, with a control signal flat, not every such curve was filed as active; inconclusive = small, poorly fitted or top-dose-only effect, or effect the other way, or a change in a side signal; the % refers to the signal ratio; note: potency is the fitted concentration of half-maximal effect; % of control where 0% means no effect
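Beta-lactamase reporter under a cAMP responsive element in CHO cells; compounds tested in titration series against EC10 NKH 477, 3 h at 37 °C. Read-out: CCF4 FRET ratio 460nm/530nm (excitation 405nm) giving %Activity, fitted to AC50.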
ALOX15 inhib: inhibitors of human 15-lipoxygenase (ALOX15); P16050; purified 15hLO-1, xylenol orange hydroperoxide absorbance; Potency, µM (series often up to 57.1 µM), for the others: at the highest dose activity change, negative = inhibition, most hits filed as inhibitors; 74,000 tested, 1.4% active; note: potency is the fitted concentration of half-maximal effect; % is set by controls: 0 for no effect and ±100 for the full control effect; nearly all actives have a fitted effect of over 55% in size
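Inhibition is scored from a chromogenic endpoint. After 15 min enzyme-compound contact, arachidonic acid (50 uM final) reacts 6 min with 40 nM 15hLO-1 at room temperature, then Fe-XO reagent is added for 30 min and absorbance ratio recorded.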
Active calls of the source: *; ? = inconclusive; . = no result given; [ ] = dose if it differs, or a comment. Unless noted, calls come from the whole dose curve; as a rule, active = well fitted curve in the direction sought with a large enough effect; inconclusive = small, poorly fitted or top-dose-only effect, or another doubt; inactive = no such curve, though single readings can be large; an effect the other way counts as inactive or inconclusive. An excerpt; the hit share may differ from the screen's.

Every second line gives: BRCT PPI red, Pol III holo inh, Hsp90 Hop PPI, Epigenetic mod, UbGFP stabilizer, USP2a inh, BRCT inh green, HBB splicing, HADH2 inh, CRE-bla Fsk, ALOX15 inhib
O=C1c2ccccc2NC2(CCCCC2)N1c1ccc(O)cc1
  -0.1%, -7%, -1%, 0%, 3%, 8%, -2.9%, 2.1%, ?, 2%, -4%
CN(C)c1nc(N2CCCCC2)nc(N2CCCCC2)n1
  0.3%, 4%, 1%[2.3 µM], ., 4%, ., -0.2%, -0.3%, -5%, -2%, -5%
O=S(=O)(NCC1CCCO1)c1cccc(S(=O)(=O)N2CCCC2)c1 (configuration not stated)
  -0.7%, -10%, -2%, -1%, 1%, -3%, 2.2%, -4.7%, -8%, 0%, 1%
CN1CCN(C(=O)c2ccccc2NC(=O)CCN2C(=O)c3ccccc3C2=O)CC1
  -2.0%, 2%, -4%, 0%, -1%, -4%, -4.7%, -0.9%, 2%, -3%, -1%
CS(=O)(=O)Nc1ccccc1C(=O)NCc1ccco1
  -1.6%, -2%, -3%, 0%, -9%, -1%, -0.9%, 2.2%, 25µM*, -5%, 3%
Cc1c(C(=O)O)cnc2cc(-c3ccc(Cl)cc3)nn12
  -1.4%, -6%, -2%, ., -11%, ., -0.4%, -1.0%, 3%, 0%, 11%
Cn1cccc1C(=O)N1CCC2(CC1)CCN(C(c1ccccc1)c1ccccc1)CC2
  -0.3%, -2%, -5%, -2%[9.22 µM], -5%, 104%[activator], 0.8%, 1.0%, 10%, 3%, -12%
Cc1nnc(SCc2cnc(-c3ccccc3)o2)[nH]c1=O
  0.3%, -5%, 0%, -3%, -1%, -1%, -0.1%, -0.8%, -14%, ?, 7%
Cc1nc2cnc(N3CCN(C)CC3)nc2n(CCc2ccccc2)c1=O
  -2.0%, -4%, -3%, 0%[9.22 µM], 4%, 37%, -1.1%, 0.9%, 12%, ?, -4%
COc1ccc(CNc2nc3nc(C)c(Cl)c(C)n3n2)cc1OC
  -0.9%, -11%, -2%, 0%, 0%, 11%, 0.6%, -1.4%[57.5 µM], 12%, 13µM*, 10%
CCn1c(=O)c2ccccc2n2c(SCC(=O)NCc3cccs3)nnc12
  0.0%, -2%, -1%, -3%, -1%, 4%, 0.0%, ., 13%, 0%, 8%
N#Cc1ccc(Cn2c(=O)c(C#N)c3n(c2=O)CCC3)cc1
  2.3%, 4%, 3%, -1%, -4%, 5%, -0.6%, -0.1%[57.5 µM], -1%, -8%, 1%
CC(C)NC(=O)N1CC2(CCN(C(=O)c3cccn3C)CC2)C1
  -1.1%, -2%, -6%, -2%[9.22 µM], 4%, -12%, 0.1%, 1.6%, 9%, 2%, -12%
O=C(CN1CCOCC1)Nc1nc(-c2ccc3c(c2)CCN3S(=O)(=O)c2ccccc2)cs1
  -1.0%, -3%, -13%, -3%, -5%, 26%, 1.8%, -0.4%[57.5 µM], 9%, 4%, -8%
COc1cccc(C2=NOC(C(=O)Nc3cccnc3)C2)c1 (configuration not stated)
  -0.4%, -1%, -2%, -2%, -3%, 5%, -1.1%, 5.9%, -10%, ?, -3%
Cc1cc(C)c(NC(=O)c2cc3c(nc4sccn43)s2)c(C)c1
  0.2%, -2%, -10%, -1%, -8%, 39%[activator], 0.8%, -4.3%, -24%, ?, -7%
CC(C)(C)NC(=O)CSc1nnc(CN2CCCCCC2=O)n1-c1ccccn1
  0.5%, -2%, 0%, 4%, -2%, 1%, -0.9%, -1.3%, -3%, ?, 19%
CC(=O)CC(=O)Nc1cccc2c1CCCC2
  -0.4%, -10%, -1%, 0%, -3%, 10%, -0.5%, -2.7%, 0%, -3%, 0%
O=C1C2=CC[C@H]3C(=O)N(C4CCCCC4)C(=O)[C@@H]3[C@@H]2[C@H](O)[C@@H]2O[C@H]12
  -0.1%[15.4 µM], ., ., ., ., ., -1.8%[15.4 µM], 1.7%[9.22 µM], -20%[11.4 µM], ., -19%[11.4 µM]
Nc1nonc1-c1noc(CCCCCN2C(=O)c3ccccc3C2=O)n1
  -2.0%, -3%, -2%, 0%, 8%, 12%, -1.2%, -0.5%, 4%, 3%, -2%
COc1cc2c(cc1OC)-c1cc(NC3CCCCCC3)nc(=O)n1CC2
  0.7%, -10%, 0%, 11%, -4%, 36%[activator], 8.1%, -2.1%[57.5 µM], ?, 1µM*, 6%
Nc1nc(-c2ccccc2Br)cs1
  1.2%, 6%, -18%, 0%, 0%, -1%, -2.1%, 3.9%[57.5 µM], ?, -13%, -22%
CCn1c(NC(=O)c2cccs2)nc2ccccc21
  1.0%, 0%, -2%, 4%, 3%, 8%, -2.0%, -0.4%[57.5 µM], -6%, ?, 8%
COc1ccc(-n2c(Cc3cc(=O)[nH]c(=O)[nH]3)nnc2SCC(=O)NC2CCCC2)cc1
  -1.2%, -4%, -1%[2.3 µM], ., 0%, ., -1.1%, -0.6%, -1%, 1%, -3%
Cc1c(C(=O)Nc2ccccc2)oc2c1C(=O)CC(C)(C)C2
  0.8%, 2%, -13%, 1%, 0%, -6%, 0.8%, -0.5%, -6%, -9%, 1%
c1ccc(-n2nnnc2SCc2cccc3nsnc23)cc1
  -2.1%, -1%, 16%, 2%, 5%, -12%, -2.4%, -0.2%[57.5 µM], -8%, 19%, -2%
COC(=O)C1C(=O)c2c([nH]c(C(=O)OCC3CCCO3)c2C)CC1C (configuration not stated)
  0.4%, 2%, -3%, -3%, 8%, ., -2.1%, -0.7%, 13%, 8%, 9%
Cc1ccc(C2=CC(c3ccc(N(C)C)cc3)n3nnnc3N2)cc1 (configuration not stated)
  1.4%, 0%, -3%, 21%, -7%, ., 6.1%, 9.1%, -17%, ?, -23%
COCCNC(=O)c1ccccc1NC(=O)CN(c1ccc2c(c1)OCO2)S(C)(=O)=O
  -0.4%, -7%, -5%, 2%, -2%, -3%, 0.2%, -1.0%, -3%, 1%, 2%
CC(=O)N1c2ccccc2C(=O)C1N1CCCCC1 (configuration not stated)
  -0.7%, -10%, -4%, 2%, 3%, 6%, -5.1%, -0.3%[57.5 µM], 2%, -5%, ?
CC1CCCCN1S(=O)(=O)c1ccc(C(=O)Nc2nnc(-c3ccccc3Cl)o2)cc1 (configuration not stated)
  1.3%, -3%, -3%, 6%, 10%, 43%[activator], -2.3%, -1.2%, -13%, -2%, 18%
O=C(CN1CCOCC1)Nc1c(-c2ccccc2)c2cc(Br)ccc2[nH]c1=O
  -1.7%, -8%, -3%, 5%, 3%, 21%, 1.3%, -2.1%, -8%, -5%, -1%
CCOC(=O)C1CCCN(C(=O)c2ccc(CS(=O)(=O)c3ccc(Br)cc3)o2)C1 (configuration not stated)
  0.3%, -5%, -2%[2.3 µM], ., 9%, ., -2.5%, -0.7%, -1%, 1%, -5%
CC(C)(C)NC(=O)NC(=O)COC(=O)Cn1c(C(F)(F)F)nc2ccccc21
  -0.1%, -1%, -2%, -1%, -2%, 0%, -3.0%, 0.3%, 4%, 0%, 4%
C=CCn1c(CCNC(=O)C(C)(C)C)nc2ccccc21
  0.3%, -3%, 3%, 0%, -10%, -2%, -2.5%, 3.1%, 1%, ?, 4%
Cc1ccc(C(=O)Nc2ccc3c(c2)ncn3C)cc1
  0.0%, -4%, 0%, -3%, 2%, 6%, -1.3%, -0.9%, -5%, -2%, 7%
N[C@@]1(C(=O)O)CN[C@H](C(=O)O)C1
  -1.7%, -5%, 1%, -1%, -4%, ., -3.7%, ., 20%, 0%, ?
CN(C)c1nc(N)nc(-c2nc3ccccc3s2)n1
  -1.3%, 0%, -2%, 4%, -6%, -6%, -3.8%, 1.4%, 10%, 3%, 9%
CC(C)C(=O)Nc1ccc(NC(=O)c2cc3ccccc3o2)cc1
  0.8%, 0%, -11%, 3%, -3%, 0%, -1.2%, 3.2%, -25%, -4%, 1%
Cc1ccc(CSc2nnc(Cn3c(=O)sc4ccccc43)n2C)cc1
  0.1%, -3%, 3%, 0%, -3%, ., -0.4%, -0.4%, 5%, -4%, 4%
